ERb coact inh – ER-beta (human) coactivator binding inhibition; Q92731; TR-FRET ER-beta LBD / SRC1-Cy5 peptide binding; receptor agonist-loaded with 1 µM estradiol; inhibition, % at 25.6 µM; actives 1.3% (n = 86,000); AID 633;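 active = compounds whose percent inhibition of the receptor-coactivator binding signal exceeds about 50% in the single-dose screen, limit read from the data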;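 also: 0% = receptor plus peptide wells without compound and 100% = peptide-only wells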
HIV Rev-RRE inh – HIV Rev-RRE protein-RNA interaction inhibition. P05866. Rev peptide-RRE RNA binding, FRET. inhibition, % at 8 µM. actives 0.79% (n = 97,000). AID 704;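 active = inhibition above the screen-wide mean plus 3 SD, cut at about 35% in these data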;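 also: 0% = median DMSO wells and 100% = median Neomycin B control wells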
Target sequence (P05866 whole entry, looked up): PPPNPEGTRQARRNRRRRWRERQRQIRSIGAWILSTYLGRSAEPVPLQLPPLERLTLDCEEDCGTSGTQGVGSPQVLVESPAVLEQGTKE
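Test system – labelled RRE RNA duplex and labelled Rev peptide · Reagent – labelled Rev peptide · Doses – one concentration, 8 µM nominal · Incubation – 5 + 15 min at 25 °C · Signal – FRET fluorescence readout · Read-out basis – % inhibition of FRET ratio versus controls · Control set – DMSO wells as 0% and neomycin B wells as 100% inhibition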
ERa SRC1 inh – blocks coactivator binding to human estrogen receptor alpha. TR-FRET ER-alpha LBD / SRC-1 peptide, estradiol-bound. inhibition, % at 25.6 µM. actives 1.7% (n = 86,000); in the data active = inhibition above about 50%;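 also: 0% = receptor plus peptide control and 100% = peptide only without receptor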
PLK1 kinase inh – PLK1 (human) kinase inhibition; actives 0.53% (n = 97,000); recombinant PLK1 kinase, TR-FRET peptide phosphorylation; AID 619; inhibition, % at 10 µM; P53350;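 active = inhibition of 50% or more in the single-concentration screen; inactive = inhibition below 50%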;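 also: 0% = DMSO max control and 100% = H-89 dihydrochloride min control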
Target sequence (P53350 whole entry, looked up): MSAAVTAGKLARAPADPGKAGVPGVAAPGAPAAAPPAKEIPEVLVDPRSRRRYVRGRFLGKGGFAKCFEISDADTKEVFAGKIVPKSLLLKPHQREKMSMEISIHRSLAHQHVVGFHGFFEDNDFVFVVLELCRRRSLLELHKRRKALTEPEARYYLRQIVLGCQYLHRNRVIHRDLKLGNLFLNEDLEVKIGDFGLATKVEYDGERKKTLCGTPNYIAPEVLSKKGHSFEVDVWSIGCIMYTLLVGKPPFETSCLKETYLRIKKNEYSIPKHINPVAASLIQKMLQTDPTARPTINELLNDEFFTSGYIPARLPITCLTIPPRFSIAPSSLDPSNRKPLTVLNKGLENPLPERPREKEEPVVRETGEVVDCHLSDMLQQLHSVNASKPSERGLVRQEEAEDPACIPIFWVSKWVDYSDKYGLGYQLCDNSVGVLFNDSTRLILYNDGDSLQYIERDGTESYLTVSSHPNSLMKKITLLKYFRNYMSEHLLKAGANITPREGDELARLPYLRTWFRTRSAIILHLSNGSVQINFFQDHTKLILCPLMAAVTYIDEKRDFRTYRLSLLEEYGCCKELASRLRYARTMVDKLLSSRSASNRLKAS
FAK blocker – blocks human focal adhesion kinase activity. inhibition, %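 (tested at 7 µM)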. Q05397. biochemical FAK kinase activity assay. AID 727. actives 0.84% (n = 97,000); in the data active = inhibition above about 19%;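 also: 0% = DMSO and 100% = reference compound high control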
ERa SRC1 pot – ER-alpha (human) coactivator binding potentiation | actives 1.3% (n = 86,000) | TR-FRET ERalpha-LBD/SRC-Cy5 coactivator binding, 2 h; 100 = basal binding, no effect | coactivator binding (% of control), % at 25.6 µM; in the data active = activity above about 200%;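 also: binding measured in presence of low estradiol as agonist stimulus; 0% = peptide alone without receptor and 100% = receptor with peptide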
Mac1 fbg inh – inhibitors of human CD11b/CD18 binding to fibrinogen. inhibition, % at 10 µM. actives 0.54% (n = 93,000). K562 CD11b/CD18 adhesion to fibrinogen, ATPlite luminescence; Mn2+ added to activate the integrin. P05107+P11215;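 active = primary inhibition of 50% or more at 10 µM, then 40% or more on retest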; also: some results filed as inactive read as strong as hits
CD11b adhes enh – increases human CD11b/CD18 adhesion to fibrinogen; P05107+P11215; K562 CD11b/CD18 adhesion to fibrinogen, ATPlite luminescence; activation, % at 10 µM; actives 0.07% (n = 93,000);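 active = 10 µM primary screen giving 50% or more activity, confirmed by 40% or more on retest at that dose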; also: strong numbers were not always called active
Plk1 PBD FP – inhibitors of human Plk1 polo box domain binding. P53350. Plk1 PBD phosphopeptide binding, fluorescence polarization. inhibition, %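 (tested at about 20 µM)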. actives 0.13% (n = 97,000). AID 693; in the data active = inhibition above about 34%, passing the limit was not always enough
An asterisk follows results filed as active; / = no result given; [ ] = remark or other dose.

SMILES	ERb coact inh	HIV Rev-RRE inh	ERa SRC1 inh	PLK1 kinase inh	FAK blocker	ERa SRC1 pot	Mac1 fbg inh	CD11b adhes enh	Plk1 PBD FP
CC(C)[C@H](NC(=O)OC(C)(C)C)c1nnc(SCC(=O)Nc2ccc(Br)cc2)o1	2	8	-5	-2	-1	107	/	/	-3
CCNC(=O)CN(c1ccccc1)S(=O)(=O)c1ccc(Cl)cc1	-19	-1	13	-3	-1	118	7	1	9
Cc1nc2ccc(S(=O)(=O)N(C)CC(=O)N3CCc4ccccc43)cc2s1	4	5	5[fluorescence artefact?]	5	-12	106	17	-6	14
O=C(NCc1ccccc1)C(c1ccc(O)cc1)N(C(=O)Cn1nnc(-c2cccs2)n1)c1ccc2c(c1)OCCO2 (stereo not drawn)	2	7	-11	-10	0	93	/	/	15
Cn1c(O)c(C=Nc2ccc(Cc3ccncc3)cc2)c(=O)n(C)c1=O	5	/	5	/	/	102	-20	6	/
COc1cc(NC(=S)NC(=O)c2cc(C)cc(C)c2)ccc1NC(=O)c1cccs1	/	1	/	-5	1	/	/	/	-23
O=C(c1ccco1)[C@@H]1[C@@H]2C(=O)N(c3ccc(Br)cc3)C(=O)[C@@H]2C2c3ccccc3C=CN21 (stereo partly drawn)	39[fluorescence artefact?]	41*	36[fluorescence artefact?]	2	19*	107[fluorescence artefact?]	-14	14	-15
Cc1ccc(SCc2cc(=O)n3[nH]c(C)nc3n2)cc1	-31	6	-33	-11	1	103	4	-1	17
Cc1ccc(OCCN2CCN(C(=O)CCC(=O)Nc3nnc(C)s3)CC2)cc1	-2	1	-5	-3	0	121	/	/	21
CCN(CC)S(=O)(=O)c1ccc(O)c(C(=O)OCC(=O)N(C)Cc2ccccc2)c1	4[fluorescence artefact?]	1	10[fluorescence artefact?]	-12	2	103	6	-1	16
CCC(Cc1ccccc1)NC(=O)CN(C)S(=O)(=O)c1ccc2c(c1)c(=O)n(C)c(=O)n2C (stereo not drawn)	-3	5	-8	-10	5	105[fluorescence artefact?]	3	0	13
N#C/C(=C\c1cccc(Cl)c1)c1n[nH]c(Cn2cncn2)n1	-11	7	0	31	-3	129	-4	-2	-6
O=C(CCCC(=O)OCC(F)(F)C(F)F)Nc1ccc(NC(=O)CCCC(=O)OCC(F)(F)C(F)F)cc1	3	5	13	-7	0	111	-9	-2	3
CCCC1CC(=O)OC1(C)C(=O)CSc1n[nH]c(-c2ccccc2)n1 (stereo not drawn)	3	11	-2	-1	3	103	-9	3	-19
O=C(c1ccc2c(=O)n3c(nc2c1)CCCCC3)N1CCN(C(c2ccccc2)c2ccccc2)CC1	/	-9	/	-3	3	/	1	3	17
O=C(Nc1nccs1)C(=O)c1c[nH]c2ccccc12	3	2	3	-5	1	101	23	-5	-10
CC1Cc2ccccc2N1C(=O)c1ccc2snnc2c1 (stereo not drawn)	-49	7	-38[fluorescence artefact?]	-8	3	125[fluorescence artefact?]	-11	0	10
CN1CC(=O)N/C1=N\C(=O)Nc1ccc2c(c1)N(C)C(=O)CS2	2	5	-1	-1	-2	140	-9	0	-2
Cc1cc(C(=O)OCC(=O)c2cccc([N+](=O)[O-])c2)c2cccc(C)c2n1	/	6	/	-11	2	/	15	2	10
Cc1cccc(NC(=O)CSc2nnc(-c3ccccc3C)o2)c1	5	11	8	-11	-3	119	/	/	-36

Grouped by structure: those above containing a thiophene ring, fused or not
SMILES	ERb coact inh	HIV Rev-RRE inh	ERa SRC1 inh	PLK1 kinase inh	FAK blocker	ERa SRC1 pot	Mac1 fbg inh	CD11b adhes enh	Plk1 PBD FP
O=C(NCc1ccccc1)C(c1ccc(O)cc1)N(C(=O)Cn1nnc(-c2cccs2)n1)c1ccc2c(c1)OCCO2 (stereo not drawn)	2	7	-11	-10	0	93	/	/	15
COc1cc(NC(=S)NC(=O)c2cc(C)cc(C)c2)ccc1NC(=O)c1cccs1	/	1	/	-5	1	/	/	/	-23

Continued:
SMILES	ERb coact inh	HIV Rev-RRE inh	ERa SRC1 inh	PLK1 kinase inh	FAK blocker	ERa SRC1 pot	Mac1 fbg inh	CD11b adhes enh	Plk1 PBD FP
COc1ccc(C2C(C#N)=C(C)NC3=C2S(=O)(=O)c2ccccc23)cc1 (stereo not drawn)	-2	9	-5	-14	2	129	/	/	4
COC(=O)CCc1c(C)[nH]c(=S)[nH]c1=O	-11	6	-10	-7	8	112	14	-1	45*
C=CCN1C(=O)CN=C1Nc1ccc(OC)cc1OC	-2[fluorescence artefact?]	3	7	-9	0	97	-16	0	-13
Cc1cc(C)c2c(N)c(C(=O)N3CCCCCC3)sc2n1	2[fluorescence artefact?]	-1	-2[fluorescence artefact?]	-10	2	90	-3	-1	-9
O=C(Nc1ccccc1)Nc1cc(Cl)cc(Cl)c1	-6	11	0	6	5	99	56*	-4	16
COc1ccc(N=C2SC(C(N)=O)CC(=O)N2CCc2ccc(OC)c(OC)c2)cc1 (stereo not drawn)	-5[fluorescence artefact?]	12	-8	-13	0	107	/	/	-10
CC(C)NS(=O)(=O)c1ccc(CCC(=O)Nc2cc(Cl)ccc2Oc2ccccc2)cc1	/	4	/	-7	0	/	23	0	6
C=CCn1c(C)cc(C(=O)CSc2nnc(NCc3ccccc3)s2)c1C	3	6	2	-1	6	105	/	/	12
COc1cccc(C(=O)OCc2ccccc2C#N)c1O	1[fluorescence artefact?]	6	-6	-8	0	98	-2	-3	-10
CC(C)CC(=O)Nc1nc(=S)ss1	-4	1	-3	-8	-1	97	75*	-6	3
CC(=O)C1=C(O)C(=O)N(c2ccc(S(N)(=O)=O)cc2)C1c1ccc([N+](=O)[O-])cc1 (stereo not drawn)	-3	5	0	-2	10	97	/	/	3
CCOc1nc(Nc2cc(Cl)ccc2OC)nc(OCC)n1	35[fluorescence artefact?]	-1	30[fluorescence artefact?]	-6	-4	168[fluorescence artefact?]	/	/	16
COc1ccc2cc(CCNC(=O)C(C)C)c(=O)[nH]c2c1	-4	/	0	/	/	104	-9	-2	/
CCCCCCn1cc(C(=O)O)c(=O)c2ccccc21	2	9	1[fluorescence artefact?]	0	1	106[fluorescence artefact?]	-6	0	27
COc1ccccc1C(=O)NCCN1CCN(C(=O)c2ccccc2OC)CC1	-5	5	-3	-2	-8	103	-4	3	6
COc1ccc(CCn2c(=O)[nH]c3cc(C(=O)NCCN4CCOCC4)ccc3c2=O)cc1OC	0	5	1	-3	-1	118	-1	3	9
Cc1cccc2cc(CN(Cc3ccc(F)cc3)C(=O)N3CCOCC3)c3nnnn3c12	23	6	0	-6	-9	106	-2	-2	10
Cc1ccc(-c2nc3cnccn3c2Nc2ccccc2)o1	-2	/	-1	-5	/	97[fluorescence artefact?]	-4	0	-14
COC(=O)C(C)Oc1ccc(-c2nccc(-c3cccs3)n2)cc1 (stereo not drawn)	/	15	/	-10	5	/	-9	-1	-24
CC(=O)NCC(=O)N(c1ccccc1)C1(C(=O)NC2CCCCC2)CCCCC1	2[fluorescence artefact?]	-2	1[fluorescence artefact?]	-3	-7	114	-10	-4	7
CCC(c1nnnn1Cc1ccco1)N(CCc1ccccc1)Cc1cc2cccc(C)c2[nH]c1=O (stereo not drawn)	16[fluorescence artefact?]	7	13[fluorescence artefact?]	5	-6	192	28	13	9
C=CCN(C#N)c1nc(OC)nc(N2CCCC2)n1	-3	0	0	-9	-5	102	-15	4	-23
COc1ccccc1Nc1cc(C(=O)NCCCN2CCOCC2)c2ccccc2n1	-3	6	-5	-11	-11	99	-3	-2	-10
COC(=O)Cc1cc(=O)[nH]c(/N=C(\N)Nc2ccccc2C)n1	-23	5	-25	-9	0	90	/	/	2
O=c1nc(C(F)(F)F)nc2ccccn12	1	8	-3	-14	-1	123	-23	2	14
Cc1nc(SCc2ccc([N+](=O)[O-])cc2)nc2ccccc12	/	3	/	-6	2	/	-40	-3	-28
CCOC(=O)c1c(CN2CCCCC2)n(C)c2cc(Br)c(O)c(CN(C)C)c12	4	-4	-4	-4	-9	85	-8	-5	11
CCC(=O)c1ccccc1OCCCN1C(=O)NC(C)(C)C1=O	14	1	4	-5	-1	105	-29	7	-7
COc1cccc(Nc2ncc(C(=O)O)c3ccccc23)c1	3	0	3	-14	-5	110	/	/	-20
CSc1nc(-c2ccco2)nn1C(=O)Cc1ccccc1	-3	6	4	-7	2	96	4	5	-26
COc1ccc(C(NC(C)=O)c2ccc3cccnc3c2O)c(OC)c1 (stereo not drawn)	3	/	-1	/	/	104	-3	-5	/
COc1ccc(CCNc2ccncn2)cc1OC	-13	0	0	-15	1	110	-2	-3	6
O=C(C1=COCCO1)N1CCN(S(=O)(=O)c2cccc(Cl)c2Cl)CC1	60*[fluorescence artefact?]	4	-9	0	7	107	14	-2	-1
Cc1ccc(C(=O)N2CCC(C(=O)NCc3cccnc3)CC2)cc1	-29[fluorescence artefact?]	6	-14	-13	-1	123	/	/	-14
Cn1c(=O)c(C(=O)Nc2cnccn2)c(O)c2ccccc21	19[fluorescence artefact?]	/	34	/	/	171	10	7	/
CCNC(=S)NCc1ccc(Cl)cc1	/	5	/	-8	-5	/	/	/	-19
COc1ccc(-c2cc(C(=O)Nc3nc4c(C)cccc4s3)c3ccccc3n2)cc1OC	/	2	/	-16	-7	/	-1	8	-15
Cc1oc2nc(SCCCC(=O)NCCO)nc(N)c2c1C	-3	5	8[fluorescence artefact?]	0	1	94	3	-3	-29
CCc1cc2c(C)cc(=O)oc2cc1OC(=O)C1CCCN1C(=O)OC(C)(C)C (stereo not drawn)	-23	1	-15	-20	-3	111	-2	-1	1
OC(COc1ccc(OCc2ccccc2)cc1)CN1CCOCC1 (stereo not drawn)	-10	1	-11	-10	2	101	12	0	6
Cc1ccc(NCCC(=O)c2cccs2)cc1Cl	/	-5	/	-3	-5	/	-24	-2	-8
COC(=O)c1ccc(OC(=O)c2nn(C)cc2Cl)c(OC)c1	0	/	6	/	/	96[fluorescence artefact?]	-7	1	/
O=C(c1ccc(CS(=O)(=O)c2ccccc2)o1)N1CCN(c2ncccn2)CC1	30	3	16	-5	1	84	-2	1	1
Cc1cc(C)c2cc(CN(Cc3ccco3)C(=O)NCc3ccccc3)c(=O)[nH]c2c1	7[fluorescence artefact?]	/	6[fluorescence artefact?]	/	/	119[fluorescence artefact?]	2	-5	/
Cc1ccc(CCN2CC(C(=O)NCCCN3CCN(C)CC3)CC2=O)cc1 (stereo not drawn)	-4[fluorescence artefact?]	2	-11	-6	-2	114	0	0	10
CCCCCC(=O)NC(NC(=S)NC1CCS(=O)(=O)C1)C(Cl)(Cl)Cl (stereo not drawn)	7	7	25	-15	0	89	/	/	20
COc1cc(CNn2nnnc2N)cc(Br)c1OCc1c(Cl)cccc1Cl	-13	19	-3	-3	1	81	10	-3	12
CNc1ccccc1-c1nc2ccccc2n(C)c1=O	-7	3	-9	1	0	94[fluorescence artefact?]	-21	-2	10
Nc1c(S(=O)(=O)c2cccs2)c2nc3ccccc3nc2n1CC1CCCO1 (stereo not drawn)	-1	13	0	-7	0	95	/	/	-11
COc1ccc(C(=O)Nc2nnc(-c3cccs3)s2)cc1	/	4	/	-25	0	/	6	3	-16
O=C(CSc1nc(-c2ccc(F)cc2)cs1)N1CCOCC1	-11	-2	-2	-7	1	95	-10	-1	3
COc1ccccc1OC(=O)CN1C(=O)c2ccccc2C1=O	-11	7	-8	-14	-2	84	10	-5	-17
Cc1ccccc1OCC(=O)N/N=C1\CCOc2c(C)cccc21	/	-6	/	-12	-8	/	/	/	-5

An excerpt from above in order of their number in HIV Rev-RRE inh, lowest first:
SMILES	ERb coact inh	HIV Rev-RRE inh	ERa SRC1 inh	PLK1 kinase inh	FAK blocker	ERa SRC1 pot	Mac1 fbg inh	CD11b adhes enh	Plk1 PBD FP
Cc1ccccc1OCC(=O)N/N=C1\CCOc2c(C)cccc21	/	-6	/	-12	-8	/	/	/	-5
CNc1ccccc1-c1nc2ccccc2n(C)c1=O	-7	3	-9	1	0	94[fluorescence artefact?]	-21	-2	10
COc1ccc(C(=O)Nc2nnc(-c3cccs3)s2)cc1	/	4	/	-25	0	/	6	3	-16

Source: PubChem BioAssay
